FAS-TE inh – FAS thioesterase domain inhibitors, primary screen, biochemical, fluorescence intensity, uHTS. Fatty acid synthase (Homo sapiens), P49327. recombinant FAS-TE, OMFH fluorogenic substrate, fluorescence endpoint. inhibition, % at 15 µM. actives 0.67% (n = 360,000). AID 602261, 2012;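 active = compounds whose normalised, plate-corrected inhibition of enzyme fluorescence in the single-dose primary screen is 50% or more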;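 also: 0% = DMSO with enzyme and 100% = substrate without enzyme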
MLLE-PAM2 inh – inhibitors of PABP1 MLLE–PAM2 peptide binding, primary screen, biochemical, fluorescence polarization, FITC-PAM2, GST-MLLE. Polyadenylate-binding protein 1 (Homo sapiens), P11940. actives 0.36% (n = 360,000). AID 588489, 2011. inhibition, % at 20 µM; in the data active = inhibition above about 35%, passing the limit was not always enough;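 also: plate controls were DMSO wells with GST-MLLE for no effect and wells lacking GST-MLLE protein for full effect; some results filed as inactive read as strong as hits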
CSN inh – inhibitors of CSN-mediated cullin deneddylation, primary screen, biochemical, fluorescence polarization, uHTS; COP9 signalosome complex subunit 5 (Homo sapiens), Q92905; Purified CSN, SCF-Nedd8-OG deneddylation; inhibition, % at 12.5 µM; actives 0.38% (n = 360,000);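 active = pattern-corrected inhibition above about 35%, with an unprinted fluorescence ratio check between 0.5 and 1.5, limit read from the data, passing the limit was not always enough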;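 also: 0% = enzyme with substrate and 100% = substrate without enzyme; some results filed as inactive read as strong as hits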
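Assay system: HEK293T-derived human Csn5 enzyme; quantity: 0.24 nM enzyme; medium: Tris/NaCl/DTT buffer, pH 7.5; also added: substrate SCFSkp2-Nedd8OG, 10 nM; doses: 12.5 µM compound; schedule: 90 min reaction at room temperature; signal: FP; read-out: % inhibition of substrate cleavage by Csn5; benchmarks: substrate-only high control, full reaction low control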
E coli Lon inh – inhibitors of E. coli Lon protease, primary screen, biochemical, fluorescence polarization | purified E. coli Lon protease | inhibition, % at 7.94 µM | actives 0.42% (n = 360,000); in the data active = inhibition above about 13%, passing the limit was not always enough;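 also: 0% = enzyme with probe and DMSO and 100% = no enzyme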
Target sequence (P0A9M0 whole entry, looked up): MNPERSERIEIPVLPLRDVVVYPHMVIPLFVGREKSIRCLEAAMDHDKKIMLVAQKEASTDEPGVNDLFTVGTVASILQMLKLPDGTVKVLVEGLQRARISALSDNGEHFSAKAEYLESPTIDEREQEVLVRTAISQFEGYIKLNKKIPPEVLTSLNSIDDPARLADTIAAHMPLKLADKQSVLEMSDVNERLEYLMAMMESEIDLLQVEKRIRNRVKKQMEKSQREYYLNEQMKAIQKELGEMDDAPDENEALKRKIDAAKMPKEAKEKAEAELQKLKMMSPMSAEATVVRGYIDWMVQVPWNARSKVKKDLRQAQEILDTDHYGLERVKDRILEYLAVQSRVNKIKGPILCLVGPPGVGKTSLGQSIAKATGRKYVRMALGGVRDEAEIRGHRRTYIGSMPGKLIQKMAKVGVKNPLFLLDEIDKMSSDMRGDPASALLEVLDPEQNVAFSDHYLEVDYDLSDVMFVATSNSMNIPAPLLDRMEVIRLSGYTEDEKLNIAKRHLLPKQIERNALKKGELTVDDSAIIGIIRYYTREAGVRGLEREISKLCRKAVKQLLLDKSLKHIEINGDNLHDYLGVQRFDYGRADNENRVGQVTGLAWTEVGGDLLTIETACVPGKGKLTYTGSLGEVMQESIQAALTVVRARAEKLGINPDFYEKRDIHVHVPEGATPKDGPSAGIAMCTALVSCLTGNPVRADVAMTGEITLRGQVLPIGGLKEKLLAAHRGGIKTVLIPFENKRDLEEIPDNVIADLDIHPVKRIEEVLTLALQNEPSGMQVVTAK
Neddylation inh – inhibitors of cullin neddylation, primary screen, biochemical, TR-FRET, uHTS, NAE and Ubc12; calls only at 25 µM; actives 0.58% (n = 360,000); in the data active = inhibition above about 36%
MsrA act – bovine MsrA enzyme activators, primary screen, biochemical, absorbance, HTS. purified bovine MsrA, absorbance read-out. activation, % at 10.6 µM. AID 602163, 2012. actives 0.3% (n = 360,000); in the data active = activation above about 7.5%;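 also: 0% = vehicle and 100% = reference activator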
Rin1-Abl PPI inh – inhibitors of Rin1-Abl protein binding, primary screen, biochemical, TR-FRET | inhibition, % at 7.35 µM | AID 588664, 2011 | actives 0.4% (n = 360,000) | Tyrosine-protein kinase ABL1 (Homo sapiens) + Ras and Rab interactor 1 (Homo sapiens), …; in the data active = inhibition above about 5%, passing the limit was not always enough
MsrA inhibitor – bovine MsrA enzyme inhibitors, primary screen, biochemical, absorbance, HTS; purified bovine MsrA, absorbance read-out; inhibition, % at 15.5 µM; actives 0.75% (n = 360,000); AID 651718, 2012; in the data active = inhibition above about 4.5%;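 also: 0% = vehicle wells with enzyme and 100% = reference inhibitor wells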
TbMetRS inhib – T. brucei MetRS inhibitors, primary screen, biochemical, luminescence; methionyl-tRNA synthetase (Trypanosoma brucei brucei); AID 624268, 2012; actives 0.4% (n = 360,000); inhibition, % at 11.9 µM; purified T. brucei MetRS, ATP depletion, Kinase-Glo luminescence;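 active = inhibition above a per-plate cutoff of the control wells' mean inhibition plus 3 SD, cut at about 5.5% in these data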;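 also: 0% = DMSO wells median and 100% = median of wells with control inhibitor compound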
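assay system = parasite MetRS enzyme | timing = 15 min preincubation, 2 h reaction, all 25 °C | evaluation = percent inhibition relative to median high and low control wells | medium = HEPES buffer containing pyrophosphatase, BSA, spermine, DTT | compound = single dose, 11.9 µM final nominal, 0.9% final DMSO | detection = Kinase-Glo luminescence, ATP depletion format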
An asterisk follows results filed as active; i = inactive; · = not tested or not shown.

#1 COc1ccc(-c2noc(CN3CCCC(OCc4ccccn4)C3)n2)cc1 (stereo not drawn)
#2 CCOc1ccccc1CN1CCC(n2nccc2NC(=O)C2CCCC2)CC1
#3 Cc1ccc([C@H]2N[C@]3(CCCN(Cc4cccn4C)C3=O)[C@H]3C(=O)N(C)C(=O)[C@@H]23)cc1
#4 COc1ccccc1NS(=O)(=O)c1ccc(NC(=O)Cc2cccs2)cc1
#5 CCOC(=O)C1=CN(Cc2cccc(F)c2)S(=O)(=O)N(CC)C1CCc1ccccc1 (stereo not drawn)
#6 Cc1cccc(Oc2c([N+](=O)[O-])c(=O)n(C)c3ccccc23)c1

Screen / compound no.,1,2,3,4,5,6
FAS-TE inh,-1,-3,-12,4,7,35
MLLE-PAM2 inh,-3,2,13,1,3,4
CSN inh,-4,-4,1,-14,-3,-3
E coli Lon inh,-18,-6,-2,-8,-4,5
Neddylation inh,i,i,i,i,i,i
MsrA act,-3,-1,-6,-6,8.6*,-6
Rin1-Abl PPI inh,1,-1,4,-2,-1,1
MsrA inhibitor,0.5,-1.4,1.0,1.5,-0.4,0.6
TbMetRS inhib,0.7,-0.3,-1.0,0.3,0.9,0.3

#7 CCOC(=O)N1CCN(C(=O)COC(=O)c2ccc(Cl)nc2)CC1
#8 Cc1cc(C)cc(OC(=O)C23CCC(C)(C(=O)O2)C3(C)C)c1 (stereo not drawn)
#9 CCc1ccc(N2CC(C(=O)N/N=C/c3ccccc3)CC2=O)cc1 (stereo not drawn)
#10 O=C(Nc1ncc(C(F)(F)F)cc1Cl)C1COc2ccccc2O1 (stereo not drawn)
#11 O=c1c(-c2ccccc2Cl)coc2c(CN3CCCCC3)c(O)ccc12
#12 COc1ccc(S(=O)(=O)NCc2cc(-c3ccccc3Cl)no2)cc1

Screen / compound no.,7,8,9,10,11,12
FAS-TE inh,-3,-3,3,1,-6,-9
MLLE-PAM2 inh,-1,10,2,-3,-6,9
CSN inh,-1,-1,-3,3,-5,-8
E coli Lon inh,3,-2,-22,-2,-13,-1
Neddylation inh,i,i,i,i,·,i
MsrA act,-3,-6,1,-3,-3,-11
Rin1-Abl PPI inh,1,-2,7,-4,-4,5
MsrA inhibitor,-0.6,-0.3,-0.1,-1.1,3.0,1.8
TbMetRS inhib,-0.3,-1.2,-0.6,-1.6,-0.8,-1.9

#13 COc1cccc(CNC(=O)Cc2ccc(S(=O)(=O)N3CCOCC3)s2)c1
#14 CCN(CCn1cccn1)C(=O)CC1C(=O)NCCN1Cc1ccc(F)c(F)c1 (stereo not drawn)
#15 Cc1ccc(C(=O)Nc2ccc3nc(C)sc3c2)o1
#16 O=C(Cc1ccc(S(=O)(=O)N2CCOCC2)s1)N1CCN(S(=O)(=O)c2cccc(Cl)c2)CC1
#17 O=C(N/N=C/c1cc2cc3c(cc2nc1Cl)OCO3)c1ccncc1
#18 OCC[C@H]1C[C@@H](O)[C@H](O)[C@@]2(CCCO2)O1

Screen / compound no.,13,14,15,16,17,18
FAS-TE inh,-8,-1,-5,36,-3,-10
MLLE-PAM2 inh,-36,14,-4,-24,-18,0
CSN inh,12,2,-1,-1,1,3
E coli Lon inh,-19,6,-7,-11,-13,-1
Neddylation inh,i,i,i,i,·,i
MsrA act,-7,-2,-2,0,-3,-7
Rin1-Abl PPI inh,0,-1,-2,-2,0,2
MsrA inhibitor,-0.7,1.2,2.1,0.3,0.2,1.1
TbMetRS inhib,-0.5,2.9,-0.3,-0.5,-0.7,-0.3

#19 Cc1c(C(=O)N2CCCC2)nnn1-c1nonc1N
#20 O=C(CCN1CCc2ccccc2C1)c1ccc2c(c1)OCCO2
#21 COc1ccccc1C(=O)NCC(=O)N1CCN(S(=O)(=O)c2ccccc2C(F)(F)F)CC1
#22 CCOC(=O)C1(Cc2cccc(Cl)c2)CCCN(C(=O)c2cc(CC)on2)C1 (stereo not drawn)
#23 Cc1ccc(NC(=O)COc2ccc(/C=N/NC(=O)CSCc3ccccc3)cc2)cc1
#24 Cc1c(C(=O)NC2=NCCS2)oc2ccccc12

Screen / compound no.,19,20,21,22,23,24
FAS-TE inh,-10,-3,-2,9,-4,-13
MLLE-PAM2 inh,10,18,-8,-4,5,28
CSN inh,5,-2,-3,-3,2,1
E coli Lon inh,-7,0,-13,-22,-3,-3
Neddylation inh,i,i,i,i,i,i
MsrA act,3,-7,0,-1,0,-4
Rin1-Abl PPI inh,3,4,5,1,2,-2
MsrA inhibitor,0.5,·,1.3,-0.8,-0.4,1.8
TbMetRS inhib,0.4,-0.1,-0.1,0.1,0.2,-0.6

One compound at a time (already shown).
O=C(CCN1CCc2ccccc2C1)c1ccc2c(c1)OCCO2 is entered as FAS-TE inh = -3; MLLE-PAM2 inh = 18; CSN inh = -2; E coli Lon inh = 0; Neddylation inh = i; MsrA act = -7; Rin1-Abl PPI inh = 4; MsrA inhibitor = ·; TbMetRS inhib = -0.1
COc1ccccc1C(=O)NCC(=O)N1CCN(S(=O)(=O)c2ccccc2C(F)(F)F)CC1 is entered as FAS-TE inh = -2; MLLE-PAM2 inh = -8; CSN inh = -3; E coli Lon inh = -13; Neddylation inh = i; MsrA act = 0; Rin1-Abl PPI inh = 5; MsrA inhibitor = 1.3; TbMetRS inhib = -0.1

Other compounds follow:
#25 COc1ccc(-c2ccc3c(c2)S(=O)(=O)c2cccc(C(=O)N4CCN(c5ccccn5)CC4)c2C3=O)cc1OC
#26 O=C(CS(=O)(=O)c1ccc(Cl)cc1)Nc1nccs1
#27 COc1ccc(Cl)cc1NC(=O)CN(C)C(=O)c1cc2ccccc2cc1OC
#28 COc1ccc(OC)c(Nc2ccc(Nc3cc(OC)ccc3OC)nn2)c1
#29 Cc1cc(-c2nnc(CCC(=O)N(CC3CCC3)CC3CCCO3)o2)no1 (stereo not drawn)
#30 COc1ccc(/C(O)=C2/C(=O)C(=O)N(c3ccccn3)C2c2ccc(OC)c(OC)c2)cc1 (stereo not drawn)

Screen / compound no.,25,26,27,28,29,30
FAS-TE inh,7,-5,19,13,-4,-4
MLLE-PAM2 inh,2,-1,0,5,3,10
CSN inh,5,-4,1,-3,-2,4
E coli Lon inh,7,-6,-6,7,3,-7
Neddylation inh,i,i,i,i,i,i
MsrA act,-3,-1,-2,-11,-3,-5
Rin1-Abl PPI inh,-4,-4,0,-3,6,4
MsrA inhibitor,-0.1,0.3,0.4,1.3,0.0,1.1
TbMetRS inhib,-0.8,0.2,-0.4,-0.8,-0.3,0.4

#31 COc1cc(C2c3cc4c(cc3OC(NCCc3ccccc3)C2C)OCO4)cc(OC)c1OC (stereo not drawn)
#32 COC(=O)C1=C(C(=O)OC)[C@@H]2N(C)c3ccccc3[C@@]23C[C@@H](C(=O)OC)N(C(=O)COCc2ccccc2)C3=N1
#33 O=S1(=O)CC(N2CCCCC2)CN1Cc1cn(Cc2ccc(C(F)(F)F)cc2)nn1 (stereo not drawn)
#34 COc1cc([N+](=O)[O-])ccc1NC(=O)CCN1C(=O)C2C3CCC(C3)C2C1=O (stereo not drawn)
#35 Cc1ccc(C(=O)OCC(=O)NC2CCCCC2)s1
#36 CCN(CC(=O)Nc1ccc2c(c1)OCO2)Cc1nc2ccccc2c(=O)[nH]1

Screen / compound no.,31,32,33,34,35,36
FAS-TE inh,21,14,-7,-3,-1,0
MLLE-PAM2 inh,3,-2,·,12,-4,-20
CSN inh,-3,7,-1,-3,-4,-1
E coli Lon inh,-8,-5,-7,2,3,8
Neddylation inh,i,i,i,i,i,i
MsrA act,-6,-6,-3,-2,-2,-5
Rin1-Abl PPI inh,1,3,·,-2,-2,3
MsrA inhibitor,-0.3,·,-0.6,0.0,-0.1,-0.7
TbMetRS inhib,-0.3,-0.2,-0.6,0.2,-0.9,0.6

#37 CC(=O)c1csc(COc2ccccc2)n1
#38 Cc1ccc(-c2nc3cc(N)ccc3o2)c(C)c1
#39 COC(=O)COC(=O)CC(CC(N)=O)c1ccccc1 (stereo not drawn)
#40 Cc1ccc(NC(=O)COC(=O)c2ccccc2Cl)cc1S(=O)(=O)N(C)C
#41 O=C(Nc1ccccc1)Nc1cnccn1
#42 Fc1cccc(Cl)c1CSc1nnc2ccccn12

Screen / compound no.,37,38,39,40,41,42
FAS-TE inh,-4,1,-5,10,-4,-4
MLLE-PAM2 inh,-17,-6,-4,-4,-1,-1
CSN inh,2,-1,3,-3,-4,-10
E coli Lon inh,13,-2,-14,2,0,1
Neddylation inh,i,·,i,i,i,i
MsrA act,-2,-2,-4,-3,-7,-4
Rin1-Abl PPI inh,-3,0,-2,0,2,0
MsrA inhibitor,-0.5,0.9,0.8,0.0,-0.4,-0.9
TbMetRS inhib,0.6,-0.5,-0.6,-0.5,-0.3,-0.2

#43 Cc1ccccc1OCC(=O)OCC(=O)Nc1ncc(Cl)c(C)c1Cl
#44 COc1ccc(CCNC(=O)C23CCC(C)(C(=O)O2)C3(C)C)cc1OC (stereo not drawn)
#45 Cc1ccc(NC(=O)c2ccc(Nc3ccccc3F)nc2)cc1
#46 N#Cc1c(-c2cccs2)nc(SCC(=O)c2cccs2)[nH]c1=O
#47 COc1ccccc1CC(=O)N1CCN(S(=O)(=O)c2ccccc2F)CC1
#48 Clc1ccccc1OCc1nn2c(-c3ccncc3)nnc2s1
#49 O=C(OCc1cc2ccccc2[nH]c1=O)c1ccccn1
#50 CC(=O)OCCCNc1cc(Sc2ccc(Cl)cc2)c2nonc2c1[N+](=O)[O-]
#51 Cc1ccc(C(=O)NCCC2=CCCCC2)cc1S(=O)(=O)N1CCCCC1

Screen / compound no.,43,44,45,46,47,48,49,50,51
FAS-TE inh,-2,-6,8,1,-3,21,-2,62*,18
MLLE-PAM2 inh,8,23,-2,-44,12,-9,-2,35,2
CSN inh,0,4,0,17,3,4,1,-10,2
E coli Lon inh,11,-4,-4,-23,2,6,4,-2,-6
Neddylation inh,i,i,i,i,i,i,i,i,i
MsrA act,-8,-3,-2,-4,-12,-1,-7,-9,-7
Rin1-Abl PPI inh,3,-2,1,-9,4,5,-3,-1,1
MsrA inhibitor,-1.2,-1.8,1.4,3.9,-0.2,1.6,1.2,-0.8,0.6
TbMetRS inhib,-0.3,0.9,-0.5,-1.0,-0.5,-0.1,-0.5,0.2,-0.5
